Screening results deposited in PubChem by several laboratories.
Peg3 promoter – inhibitors of Peg3 promoter; HeLa PEG-Prom luciferase reporter, luminescence, overnight; hit rate 1.7% among 360,000; AID 588405; inhibition, % at 20 µM;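 active = inhibition of at least 50% at 20 µM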
iPSC survival up – hiPSC single-cell survival enhancement. ATPlite luminescence; 100% = ROCK inhibitor wells, 0% = DMSO. survival enhancement, % at 20 µM. hit rate 0.044% among 360,000; in the data active = survival enhancement above about 18%;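 note: cells exposed to compounds for 16 hours before the ATP read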
NR2E3 ag-1 – NR2E3 (human) agonism. Q9Y5X4. GST-NR2E3/biotin-RetCOR TR-FRET, 1536-well. inhibition of corepressor binding, % at 4.78 µM. hit rate 0.12% among 320,000. AID 2300;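 active = percent inhibition above the cutoff of mean plus 3 SD of all tested compounds, set per screening campaign, cut at about 20% in these data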;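 note: 0% = DMSO wells and 100% = biotin wells as full block of FRET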
Target sequence (Q9Y5X4 whole entry, looked up): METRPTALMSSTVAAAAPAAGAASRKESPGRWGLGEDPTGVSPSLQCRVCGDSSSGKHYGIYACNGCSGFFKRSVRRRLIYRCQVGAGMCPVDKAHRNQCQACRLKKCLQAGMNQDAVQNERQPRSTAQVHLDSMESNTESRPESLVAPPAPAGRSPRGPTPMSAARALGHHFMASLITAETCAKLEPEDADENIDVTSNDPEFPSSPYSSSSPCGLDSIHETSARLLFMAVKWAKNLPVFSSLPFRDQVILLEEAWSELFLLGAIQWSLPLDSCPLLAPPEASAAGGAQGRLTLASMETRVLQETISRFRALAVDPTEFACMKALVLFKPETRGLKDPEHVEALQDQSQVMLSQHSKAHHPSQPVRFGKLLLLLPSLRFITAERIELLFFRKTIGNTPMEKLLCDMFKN
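Format: 1536-well format; test system: GST-NR2E3 and biotin-RetCOR proteins; read-out basis: percent inhibition of TR-FRET ratio; timing: 5 h incubation at 4 °C; detection: time-resolved FRET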
Exocytosis inh – lytic granule exocytosis inhibition | inhibition, % at 10 µM | hit rate 0.66% among 360,000 | TALL-104 LAMP-1 surface exposure, flow cytometry; cells stimulated with thapsigargin and PMA;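 active = inhibition above about 55%, limit read from the data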
aDG glyco act – alpha-DG glycosylation activation; Pro5-aDG cells, alpha-DG glycosylation AlphaScreen (IIH6); 0% Pro5, 100% B10-LARGE cell signal; AID 624168; activation, % at 10 µM; hit rate 0.22% among 360,000;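 active = activation of at least 8% versus controls, or a plate z-score of at least 8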;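 note: Pro5 are CHO cells carrying HIG-tagged alpha-DG that lacks glycosylation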
TRPM1 prom inh – inhibitors of MITF-driven TRPM1 promoter in melanoma cells; SK-MEL-5 TRPM1 promoter luciferase, 24 h; inhibition, % at 12.5 µM; hit rate 0.83% among 330,000;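 active = mean inhibition across replicates of 60% or more, whatever share of single replicates reaches that level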; note: values of inactives mirror those of a sister screen read the other way
PDI inh – inhibitors of human protein disulfide isomerase. P07237. PDI insulin aggregation turbidity, A650, 90 min. inhibition, % at 10 µM. hit rate 0.052% among 350,000. AID 588391;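 active = mean inhibition across replicates of 30% or more, whatever share of single replicates reach that level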;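 note: absorbance from insulin aggregation driven by PDI reduction with DTT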
Target sequence (P07237 whole entry, looked up): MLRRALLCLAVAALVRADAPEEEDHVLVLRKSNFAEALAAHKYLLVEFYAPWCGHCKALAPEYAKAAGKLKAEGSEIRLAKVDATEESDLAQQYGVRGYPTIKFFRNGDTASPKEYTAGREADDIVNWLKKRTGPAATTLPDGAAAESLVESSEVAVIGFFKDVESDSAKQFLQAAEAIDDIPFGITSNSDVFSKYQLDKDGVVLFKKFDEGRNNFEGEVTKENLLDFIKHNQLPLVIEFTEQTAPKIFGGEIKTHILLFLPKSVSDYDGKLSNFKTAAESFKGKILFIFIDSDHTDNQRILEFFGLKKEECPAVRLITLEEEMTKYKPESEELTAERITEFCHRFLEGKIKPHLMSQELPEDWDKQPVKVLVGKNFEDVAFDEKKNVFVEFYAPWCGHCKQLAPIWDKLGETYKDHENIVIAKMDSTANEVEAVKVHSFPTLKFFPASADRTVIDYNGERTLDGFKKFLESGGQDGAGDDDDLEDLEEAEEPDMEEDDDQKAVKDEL
CaV13 FRET inh – Disruptors of the CACNA1D IQ motif to Ca2+-dependent inactivation inhibitor domain association, primary screening, Förster resonance energy transfer in intact living …; HEK cells, CFP/YFP FRET ICDI-IQ, plate reader, 10 min; percent FRET-ratio fall versus neutral wells; inhibition, % at 12.3 µM; hit rate 0.098% among 340,000; AID 743397;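 active = mean replicate inhibition of at least 30% and at least 1% of replicates passing that level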;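 note: 0% = median of the neutral control wells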
Vif imaging – inhibitors of HIV Vif; hit rate 0.35% among 340,000; inhibition, % at 7.49 µM; HEK293T cells, Vif self-association by quenched fluorescence, imaging, 24 h; in the data active = inhibition above about 50%, passing the limit was not always enough; note: some results filed as inactive read as strong as hits
NR2E3 ag-2 – activates human NR2E3 receptor. Q9Y5X4. CHO-S Gal4-NCOR/VP16-NR2E3 two-hybrid, luciferase. hit rate 0.35% among 360,000. AID 602229. inhibition of corepressor binding, % at 3.98 µM;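 active = inhibition above the mean of all tested compounds plus 3 SD, cut at about 70% in these data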;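 note: 0% = DMSO with NR2E3 transfected cells and 100% = cells lacking NR2E3 construct; higher means lower luciferase signal from less NR2E3 corepressor binding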
HIF-2a block – blocks HIF-2a reporter activity | hit rate 0.72% among 360,000 | 786-0 RCC cells HIF-2a reporter, luciferase luminescence, overnight | inhibition, % at 18.8 µM;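 active = inhibition of the luminescence signal of 40% or more relative to plate controls, in a single-dose primary screen at 18.75 µM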
The depositor's hits bear a star; · = no result given; & = joins results of further samples.

SMILES | Peg3 promoter | iPSC survival up | NR2E3 ag-1 | Exocytosis inh | aDG glyco act | TRPM1 prom inh | PDI inh | CaV13 FRET inh | Vif imaging | NR2E3 ag-2 | HIF-2a block
Cc1ccc(-n2c(SCC(=O)NC3CCS(=O)(=O)C3)nc3ccccc3c2=O)c(C)c1 (stereo unspecified) | 5 | 0.6 | · | 1 | -0.1 | · | 8 | -12 | -3 | 0 | 18
CCOC(=O)Cc1csc(N/N=C\c2ccc(N(C)C)cc2)n1 | -76 | 0.5 | -1 | -8 | -0.3 | -12 | 4 | -20 | 8 | -46 | 3
C/C(=N\NC(=S)NCCc1ccccc1)c1ccc(O)cc1O | -19 | 1.5 | 0 | 6 | 0.1 | 6 | 15 | -4 | -13 | 78* | -86
COc1ccc(N(CC(=O)NCCSCc2ccco2)S(=O)(=O)c2ccccc2)cc1 | 2 | 0.6 | 3 | 7 | 0.3 | 7 | -2 | -6 | -1 | 5 | 20
COc1cccc(Cn2cccc(NC(=O)Nc3ccc(C#N)cc3)c2=O)c1 | 4 | -5.0 | 2 | 3 | 1.3 | 17 | -6 | -4 | -5 | 22 | -23
Cc1c(C(=O)OC(C)C)sc2nc[nH]c(=O)c12 | -36 | 2.5 | 1 | 2 | -0.2 | -18 | -1 | · | 7 | -34 | -96
Cc1ccc(C(=O)O/N=C(/c2nonc2N)N(C)C)cc1 | -6 | -1.5 | 1 | 1 | -0.2 | 4 | -9 | · | -2 | -15 | 11
CCOC(=O)c1cc(CC)sc1NC(=O)c1cc(OC)c(OC)c(OC)c1 | 0 | -0.7 | 1 | 21 | 0.1 | -20 | 1 | -5 | 2 | -44 | 0
CCc1ccc(NC(=O)COC(=O)CCC2CCCC2)cc1 | -17 | 0.1 | -2 | -3 | -0.3 | -7 | -3 | -2 | -3 | -6 | -10
O=C(O)c1ccc(CN(c2ccccc2)S(=O)(=O)c2ccccc2)cc1 | 13 | -0.5 | 1 | -10 | 0.0 | 7 | 11 | -20 | 5 | 12 | 18
O=S(=O)(NCCSc1nnc(-c2ccco2)n1-c1ccccc1)c1ccccc1 | 12 | 4.0 | 2 | -7 | 1.8 | 7 | -2 | 0 | 20 | 5 | 12
N#Cc1ccccc1S(=O)(=O)N1CCN(C(=O)CCc2ccccc2)CC1 | -1 | -1.1 | -1 | 9 | -0.1 | 0 | -4 | -5 | -3 | -16 | 6
N#Cc1c(N)n(-c2cccc(C(=O)O)c2)c2nc3ccccc3nc12 | 4 | -0.3 | 4 | -1 | 0.1 | -6 | -2 | -1 | 12 | -9 | 8
CCc1nnc(NC(=O)CCC(=O)N2CCN(Cc3cc(Cl)ccc3OC)CC2)s1 | -4 | 0.7 | 2 | -2 | 0.0 | -8 | -11 | · | 25 | -14 | 15
CC(=O)Nc1ccc(NC(=O)C(C)OC(=O)CCCN=C2NS(=O)(=O)c3ccccc32)cc1 (stereo unspecified) | 1 | 0.9 | -4 | 0 | 0.0 | 2 | -2 | -2 | -3 | -23 | 3
CCNC(=O)C1(C)CCCN(CC(=O)c2ccccc2OC)C1 (stereo unspecified) | 3 | 3.4 | · | 5 | -0.3 | · | -1 | -5 | -2 | 10 | 7
O=C(Cn1ncc2c3ccccc3n(Cc3ccccc3)c2c1=O)NCc1ccco1 | 19 | -0.1 | 1 | -2 | 0.5 | -3 | 8 | -3 | -3 | 27 | 38
Cc1cccc(NC(=S)Nc2ccccn2)c1C | -87 | 4.0 | -3 | 1 | 0.5 | 9 | -5 | -3 | 1 | -7 | -64
Cc1occc1C(=O)N1CCN(C(=O)C2CCCO2)CC1 (stereo unspecified) | 5 | 0.1 | 5 | -2 | 0.0 | -7 | -5 | -8 | · | -18 | 6
c1ccc2c(c1)CSc1sccc1C2=C1CCNCC1 | 34 | -4.1 | 3 | 0 | 4.8 | 28 | 5 | -9 | 0 | 4 | 18
CCOC(=O)[C@H]1[C@H]2COc3ccc(Cl)cc3[C@@H]2N2C(=O)CN(Cc3ccc(Cl)cc3)C(=O)[C@@]12C | 0 | -1.5 | -1 | 0 | 0.0 | 5 | 6 | -13 | -3 | -19 | 14
Cc1cccc(NC(=O)Cn2c(=O)n(C)c3ccccc32)c1 | 10 | 3.7 | -1 | 4 | 0.1 | 9 | -18 | · | -4 | -13 | 4
CC(C)NC(=O)CSc1nncn1-c1ccccc1 | 0 | -2.6 | 2 | -2 | -0.2 | 7 | 9 | -5 | · | 1 | 8
O=S(=O)(NCC1CC1)c1cc(Cl)cc(Cl)c1 | 3 | -0.3 | 0 | -2 | 0.1 | -10 | 11 | -6 | 1 | -24 | 21
Cc1cc(OCC(=O)NCc2cccnc2)c2c(C)cc(=O)oc2c1 | -7 | -0.4 | 3 | 1 | 0.0 | 11 | -4 | -16 | -2 | -21 | -8

Additional structures
SMILES | Peg3 promoter | iPSC survival up | NR2E3 ag-1 | Exocytosis inh | aDG glyco act | TRPM1 prom inh | PDI inh | CaV13 FRET inh | Vif imaging | NR2E3 ag-2 | HIF-2a block
O=C(CN(Cc1cccs1)C(=O)CCC(=O)Nc1nccs1)NCc1ccccc1 | -2 | -1.1 | -3 | -13 | 0.2 | 3 | -1 | -7 | 8 | -16 | -8
CC(=O)N1CCC(N(CCCOC(C)C)C(=O)Nc2ccc(C)c(C)c2)CC1 | 11 | -1.1 | 1 | 3 | 0.0 | 3 | -9 | -4 | 7 | -4 | -2
CN(C)CCCN1C(=O)c2oc3ccc(F)cc3c(=O)c2C1c1cccnc1 (stereo unspecified) | 4 | 2.0 | 5 | 26 | 0.0 | -3 | · | -7 | -8 | -51 | 5
COc1ccc(/C=N/n2c(SC)nnc(C(C)(C)C)c2=O)cc1OC | 6 | -1.6 | 4 | -2 | 0.1 | 5 | -13 | -6 | 4 | -22 | 12
CCOC(=O)c1cc2c(=O)n3ccccc3nc2n(C(C)C)c1=NC(=O)c1c(-c2c(F)cccc2Cl)noc1C | 64* | 0.0 | 2 | -2 | -0.5 | -1 | -1 | -5 | 2 | 19 | 20
CC1=CC(C)(C)Nc2ccccc21 | -1&16 | 2.3&2.2 | 0&-2 | 0&-11 | -0.1&0.7 | -1&8 | 5 | -1 | -9 | -4&-20 | 6&5
COc1ccc(C(=O)NC(=S)NNC(=O)COc2ccccc2)cc1 | 23 | 1.7 | 1 | -2 | -0.2 | 33 | -8 | -5 | -2 | -41 | 16
COc1ccc(NN=Nc2nc3c([nH]2)c(=O)n(C)c(=O)n3C)cc1 | -41 | -0.1 | -1 | 5 | 0.0 | -6 | 7 | -1 | 4 | 2 | -31
CC1CCN(C(=O)c2ccc([N+](=O)[O-])o2)CC1 | 19 | -0.3 | 0 | 3 | 0.2 | 3 | 0 | -5 | -4 | 22 | -7
O=S(=O)(c1cccc(S(=O)(=O)N2CCOCC2)c1)N1CCCCC1 | 1 | 3.3 | -2 | 1 | 0.1 | 3 | 1 | -4 | 23 | -4 | 19
COc1ccc(CCNS(=O)(=O)c2cn(C)nc2C)cc1 | 18 | 0.6 | 1 | -16 | -0.2 | 4 | 5 | -3 | 5 | -8 | 8
CCOc1ccccc1N(CC(=O)Nc1cc(OC)ccc1OC)S(C)(=O)=O | 18 | 1.7 | 4 | 0 | -0.2 | 0 | -11 | -6 | -5 | 12 | 20
CCCN=Cc1sc2ccc(OCC)cc2c1O | -240 | -2.8 | -4 | -2 | -0.2 | -102 | 17 | -5 | -1 | -77 | -321
CCCOc1ccc(NCC(=O)Nc2ccc(C)cc2C)cc1 | 0 | -0.4 | 2 | 3 | -0.3 | 4 | 12 | -5 | 2 | -31 | -14
Cc1ccccc1C(=O)c1cccn1CC(=O)N1CCCCC1 | 2 | 0.7 | -1 | -1 | 0.0 | -7 | -2 | -3 | -6 | -27 | -6
C=Cc1ccc(Cn2c(C)c(C(=O)NCc3ccc4c(c3)OCCO4)sc2=O)cc1 | 23 | -3.0 | · | 4 | 0.0 | · | 0 | 8 | -2 | 3 | 6
CN(CC(=O)N1CCN(c2ccccn2)CC1)S(=O)(=O)c1ccc(Cl)cc1 | 16 | 0.6 | 0 | -8 | -0.1 | 9 | 4 | -4 | -7 | -19 | 10
Cc1ccc(N/N=C/c2ccc3c(c2)OCCO3)cc1Cl | -385 | -0.7 | 0 | -2 | -0.5 | -53 | -2 | -18 | 3 | -26 | -151
CCC(C)[C@@H](C(=O)N1CCNCC1)n1cc(CCCN=C(N)N)nn1 (stereo partly specified) | 8 | -1.0 | 1 | 15 | 0.0 | -6 | 7 | -5 | -7 | -15 | 6

Ordered by molar mass (lowest first): 12 of the compounds above.
SMILES | Peg3 promoter | iPSC survival up | NR2E3 ag-1 | Exocytosis inh | aDG glyco act | TRPM1 prom inh | PDI inh | CaV13 FRET inh | Vif imaging | NR2E3 ag-2 | HIF-2a block
CC1=CC(C)(C)Nc2ccccc21 | -1&16 | 2.3&2.2 | 0&-2 | 0&-11 | -0.1&0.7 | -1&8 | 5 | -1 | -9 | -4&-20 | 6&5
CC1CCN(C(=O)c2ccc([N+](=O)[O-])o2)CC1 | 19 | -0.3 | 0 | 3 | 0.2 | 3 | 0 | -5 | -4 | 22 | -7
CCCN=Cc1sc2ccc(OCC)cc2c1O | -240 | -2.8 | -4 | -2 | -0.2 | -102 | 17 | -5 | -1 | -77 | -321
Cc1ccc(N/N=C/c2ccc3c(c2)OCCO3)cc1Cl | -385 | -0.7 | 0 | -2 | -0.5 | -53 | -2 | -18 | 3 | -26 | -151
COc1ccc(CCNS(=O)(=O)c2cn(C)nc2C)cc1 | 18 | 0.6 | 1 | -16 | -0.2 | 4 | 5 | -3 | 5 | -8 | 8
Cc1ccccc1C(=O)c1cccn1CC(=O)N1CCCCC1 | 2 | 0.7 | -1 | -1 | 0.0 | -7 | -2 | -3 | -6 | -27 | -6
CCCOc1ccc(NCC(=O)Nc2ccc(C)cc2C)cc1 | 0 | -0.4 | 2 | 3 | -0.3 | 4 | 12 | -5 | 2 | -31 | -14
COc1ccc(NN=Nc2nc3c([nH]2)c(=O)n(C)c(=O)n3C)cc1 | -41 | -0.1 | -1 | 5 | 0.0 | -6 | 7 | -1 | 4 | 2 | -31
CCC(C)[C@@H](C(=O)N1CCNCC1)n1cc(CCCN=C(N)N)nn1 (stereo partly specified) | 8 | -1.0 | 1 | 15 | 0.0 | -6 | 7 | -5 | -7 | -15 | 6
CC(=O)N1CCC(N(CCCOC(C)C)C(=O)Nc2ccc(C)c(C)c2)CC1 | 11 | -1.1 | 1 | 3 | 0.0 | 3 | -9 | -4 | 7 | -4 | -2
CN(CC(=O)N1CCN(c2ccccn2)CC1)S(=O)(=O)c1ccc(Cl)cc1 | 16 | 0.6 | 0 | -8 | -0.1 | 9 | 4 | -4 | -7 | -19 | 10
CCOC(=O)c1cc2c(=O)n3ccccc3nc2n(C(C)C)c1=NC(=O)c1c(-c2c(F)cccc2Cl)noc1C | 64* | 0.0 | 2 | -2 | -0.5 | -1 | -1 | -5 | 2 | 19 | 20
